Screening data: PubChem, several laboratories
FXN GAA850 act – increases GAA850 frataxin promoter reporter activity; activation, % at 6 µM; HEK293 lucGAA850 FXN promoter luciferase reporter, 24 h; percent of 10 µM SAHA response; actives 0.56% (n = 360,000);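 active means activation above the average of all compounds screened plus 3 SD, cutoff fixed separately per campaign, cut at about 7.5% in these data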;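 further: 0% = DMSO wells and 100% = 10 µM SAHA wells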
hgDAF12 agonist – hgDAF-12 agonism, primary luciferase screen. HEK293 GAL4-hgDAF12 UAS-luciferase reporter, agonist luminescence; normalized to butyrate control. activation, % at 6.8 µM. actives 1.8% (n = 370,000). AID 687014;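 active means activation above a cutoff set at the mean of all screened compounds plus 3 SD, cut at about 10% in these data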;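 further: 0% = DMSO wells and 100% = sodium butyrate wells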
HGIII-sPLA2 inh – Blocks human group III sPLA2 activity; Q9NZ20; QFRET BODIPY PC-A2 liposome hydrolysis, fluorescence; inhibition, % at 12.2 µM; actives 0.56% (n = 370,000);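 active means inhibition above mean plus 3 SD of compounds lying within the high and low control bounds, cut at about 19% in these data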;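 further: 0% = median of test compound wells and 100% = no enzyme DMSO wells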
Target sequence (Q9NZ20 whole entry, looked up): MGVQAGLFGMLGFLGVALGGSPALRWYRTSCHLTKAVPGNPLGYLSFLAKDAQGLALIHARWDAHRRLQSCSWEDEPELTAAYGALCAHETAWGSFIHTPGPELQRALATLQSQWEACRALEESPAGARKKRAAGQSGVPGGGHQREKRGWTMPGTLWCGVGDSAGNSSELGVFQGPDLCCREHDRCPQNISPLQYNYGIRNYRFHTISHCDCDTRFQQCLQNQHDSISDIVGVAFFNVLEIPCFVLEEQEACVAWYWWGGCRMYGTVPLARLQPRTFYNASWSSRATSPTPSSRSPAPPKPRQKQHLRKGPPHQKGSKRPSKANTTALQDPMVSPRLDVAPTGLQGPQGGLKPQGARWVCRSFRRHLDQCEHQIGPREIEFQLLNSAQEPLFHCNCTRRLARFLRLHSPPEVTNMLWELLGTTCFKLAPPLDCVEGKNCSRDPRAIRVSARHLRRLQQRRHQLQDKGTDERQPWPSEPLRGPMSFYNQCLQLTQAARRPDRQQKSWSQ
SMARCA2 act – activators of SMARCA2 function; MG213 cells, MMTV-luciferase reporter, dexamethasone, overnight; actives 1% (n = 370,000); activation, % at 9.1 µM; AID 652017; in the data active means activation above about 7.8%;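 further: 0% = vehicle wells and 100% = reference activator wells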
hcDAF-12 act – activates DAF-12 receptor from parasite H. contortus | HEK293 hcDAF-12 lit1-tk-luc reporter, luminescence; 0% DMSO, 100% Δ7-dafachronic acid | activation, % at 6.8 µM | actives 1.4% (n = 370,000);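 active means activation above the mean of all tested compounds plus 3 SD, cut at about 5.5% in these data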;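 further: 100% = response to 3 µM Δ7-dafachronic acid high control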
proKLK7 act – proKLK7 (human) activation, primary screen. P49862. purified proKLK7, EDANS-DABCYL substrate fluorescence; 100% is mature enzyme control, 0% vehicle. activation, % at 7 µM. actives 0.9% (n = 370,000);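 active means activation above the mean of all tested compounds plus 3 SD, computed per campaign excluding outliers beyond control limits, cut at about 13% in these data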
ssDAF12 agonist – activators of S. stercoralis DAF-12 nuclear receptor; HEK293 ssDAF-12/GRIP1 lit1-tk-luc reporter, luminescence; % of 3 µM dafachronic acid response; activation, % at 6.8 µM; actives 1% (n = 370,000); AID 652126;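 active means activation above the mean over all tested compounds plus 3 SD, cut at about 0.9% in these data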;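 further: 0% = DMSO-only wells and 100% = 3 µM delta7-dafachronic acid wells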
DAX1 inh-1 – inhibitors of human orphan nuclear receptor DAX1 (NR0B1). P51843. HEK293 Gal4-DAX1 luciferase reporter, luminescence. inhibition, % at 6.75 µM. actives 0.99% (n = 340,000). AID 504766;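 active means inhibition above the mean over all tested compounds plus 3 SD, cut at about 4.2% in these data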;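 further: 0% = DAX1-transfected cells with DMSO and 100% = empty-vector control cells with DMSO; inhibition shows as a rise in luminescence from relieved DAX1 repression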
Target sequence (P51843 207-470 limits assumed): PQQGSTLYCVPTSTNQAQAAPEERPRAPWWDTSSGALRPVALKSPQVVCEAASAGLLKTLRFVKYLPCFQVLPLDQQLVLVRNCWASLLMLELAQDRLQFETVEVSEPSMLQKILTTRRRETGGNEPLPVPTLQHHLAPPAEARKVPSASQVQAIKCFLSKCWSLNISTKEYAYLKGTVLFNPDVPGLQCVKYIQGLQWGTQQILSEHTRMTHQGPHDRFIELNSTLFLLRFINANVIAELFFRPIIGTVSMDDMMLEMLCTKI
NPR2 activator – GC-B (human) receptor activation; P20594; HEK293-GC-B cells, CNP EC30, cGMP TR-FRET; 0% at EC30 CNP, 100% saturating CNP; activation, % at 10 µM; actives 0.11% (n = 370,000); AID 1920062;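 active means activation at 10 µM reaching about 35% in either raw or pattern-adjusted values, limit read from the data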
GC-A act – GC-A (human) enzyme activation; HEK293 GC-A cells, cGMP TR-FRET, EC30 ANP; 0% at EC30 ANP, 100% saturating ANP; activation, % at 10 µM; actives 0.14% (n = 370,000); AID 1671463; in the data active means activation above about 40%
DAX1 inh-2 – DAX1 (NR0B1) inhibition, primary screen | HEK293T StAR-luciferase reporter, SF-1/DAX-1 repression relief | inhibition, % at 6.8 µM | actives 1.1% (n = 370,000) | AID 652010;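 active means inhibition above the mean over all tested compounds plus 3 SD, cut at about 3.6% in these data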;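 further: 0% = DAX-1 cells with DMSO and 100% = cells lacking DAX-1 with DMSO; higher inhibition means more luminescence from relief of DAX-1 repression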
The depositor's hits bear a star; . = not tested or not shown. An unsorted share of the library. Share with any hit: about 6.7%.

cpd	Structure	FXN GAA850 act	hgDAF12 agonist	HGIII-sPLA2 inh	SMARCA2 act	hcDAF-12 act	proKLK7 act	ssDAF12 agonist	DAX1 inh-1	NPR2 activator	GC-A act	DAX1 inh-2
1	CC(C)c1ccc2oc(=O)cc(CN3CCN(c4ccccc4)CC3)c2c1	0.6	-0.3	3	0	-2.1	-0.6	-1.0	0.0	0	-4	-0.1
2	O=C(CCCN1C(=O)/C(=C/c2ccccc2Cl)SC1=S)Nc1ccccn1	-7.7	-13	1	-14	-7.0	-0.3	-2.7	-1.8	1	-3	-1.5
3	Cc1cccc(N2C(=O)CC(N3CCOCC3)C2=O)c1 (stereo unspecified)	-1.2	0.7	0	1	-1.7	0.1	-1.3	-0.2	4	1	0.7
4	COc1ccc(NC(=O)Cn2nc([N+](=O)[O-])c(Cl)c2C)cc1OC	-0.5	-0.2	1	-2	0.7	0.0	-1.8	-0.6	-1	2	-0.3
5	COc1ccccc1NC(=O)COC(=O)/C=C/c1ccc2c(c1)OCO2	4.6	-3.0	0	-3	-1.7	-3.9	-0.2	1.7	8	4	0.5
6	O=C(CCNS(=O)(=O)c1ccccc1C(F)(F)F)NCc1ccc2c(c1)OCO2	-0.9	-0.6	-1	-1	-0.2	-0.3	-0.3	2.4	-1	-1	0.0
7	CCCCCC(=O)NNC(=O)c1ccc(F)cc1	-1.2	0.2	1	-2	0.8	-0.7	-1.2	1.4	3	2	-0.6
8	COc1ccc(-c2nc(C3CCCCC3)no2)cc1OC	3.4	5.9	-4	4	0.8	0.6	-0.5	1.0	-8	-5	1.2
9	Cc1ccccc1NC(=O)C1CCCN1C(=O)NC1CCCCC1 (stereo unspecified)	2.6	-2.4	0	-3	0.1	0.4	-0.4	0.0	2	7	0.4
10	CC1(C(=O)Nc2ccccc2)CCN1C(=O)C1(c2ccc(Cl)cc2)CC1 (stereo unspecified)	-0.9	-11	-5	-5	-4.0	-0.2	-2.1	.	2	-5	-2.6
11	COC(=O)[C@@H]1C[C@@]2(Br)c3ccccc3N(S(=O)(=O)c3ccccc3)[C@H]2N1C(=O)OC	0.0	0.5	-10	0	-0.1	0.1	-1.2	-0.8	7	-1	-0.2
12	CC(C)C(=O)Nc1cc(C(F)(F)F)ccc1N1CCOCC1	2.8	-3.5	13	-2	0.3	-0.6	-1.5	0.7	-2	-3	0.2
13	Cc1ccc(C)c(OCCn2cc(/C=C(\C#N)C(=O)NCc3cccs3)c3ccccc32)c1	0.4	-2.7	-4	2	-0.8	-0.5	-1.2	1.2	-14	-32	-0.2
14	COC(=O)C1C/C(=N\NS(=O)(=O)c2ccc(C)cc2)c2ccccc2C1 (stereo unspecified)	-1.5	-1.0	-12	-2	-1.3	-0.1	-0.9	-0.2	-3	3	-3.1
15	CCOc1cc(C2/C(=C(/O)c3ccc(S(=O)(=O)N4CCCCC4)cc3)C(=O)C(=O)N2CCOC)ccc1O (stereo unspecified)	-1.4	-1.7	-7	-1	-0.4	0.4	-0.9	0.3	4	0	0.8
16	O=[N+]([O-])c1cccc(-c2ccc(/C=N/NC(=S)NCc3ccco3)o2)c1	-2.6	-3.0	0	-3	-3.7	-0.8	-2.4	-2.8	2	2	-1.8
17	COc1ccccc1CC(=O)NNC(=O)CN(C)S(=O)(=O)c1ccc(Cl)cc1	0.9	2.1	0	0	0.2	0.9	0.2	-1.1	3	5	-0.9
18	CC(=O)Nc1ccc(/C(C)=N/NC(=O)CN(c2ccccc2Br)S(C)(=O)=O)cc1	1.7	-0.1	1	0	3.1	-0.5	-1.5	0.1	1	-7	-0.4
19	CC(C)(C)OC(=O)N1CCC(NC(=O)c2ncn(Cc3ccccc3)c2C(=O)NC2CCN(C(=O)OC(C)(C)C)CC2)CC1	2.4	4.9	-5	0	-0.7	0.8	-1.1	-0.6	0	1	-0.7
20	Cc1ccc(NC(=O)CN(C)C(=O)COC(=O)c2oc3ccccc3c2C)cc1	-0.1	-1.9	11	-3	0.0	-0.2	-0.5	0.1	0	0	-0.5
21	COc1cccc(CNC(=O)C2CCC(CNc3nc(=S)[nH]c4ccccc34)CC2)c1 (stereo unspecified)	0.5	1.8	4	-3	-1.6	-0.2	-0.4	-0.9	3	-5	-0.2
22	Cc1cc(F)ccc1S(=O)(=O)Nc1ncnc2sccc12	2.8	-4.7	-3	0	-0.8	-0.1	-1.2	-1.6	6	-1	-0.6
23	C[C@@H]1ON(C)[C@H]2C[C@H]3c4[nH]c5ccccc5c4CCN3C[C@@H]12	-1.8	-0.6	7	1	2.7	7.9	1.4*	2.6	2	2	0.1
24	COc1ccc(Cn2c(=S)[nH]c3cc(C(=O)N4CCN(c5ccccc5)CC4)ccc3c2=O)cc1	1.1	-0.1	5	1	-0.9	0.0	-0.5	0.1	0	3	-0.1
25	CSc1nnc(-c2sccc2OCc2ccc(C)cc2)n1C	1.0	1.1	1	0	-1.5	0.1	-1.5	-0.5	-1	2	-0.9

Quoted from above: entries 1 to 3
cpd	Structure	FXN GAA850 act	hgDAF12 agonist	HGIII-sPLA2 inh	SMARCA2 act	hcDAF-12 act	proKLK7 act	ssDAF12 agonist	DAX1 inh-1	NPR2 activator	GC-A act	DAX1 inh-2
1	CC(C)c1ccc2oc(=O)cc(CN3CCN(c4ccccc4)CC3)c2c1	0.6	-0.3	3	0	-2.1	-0.6	-1.0	0.0	0	-4	-0.1
2	O=C(CCCN1C(=O)/C(=C/c2ccccc2Cl)SC1=S)Nc1ccccn1	-7.7	-13	1	-14	-7.0	-0.3	-2.7	-1.8	1	-3	-1.5
3	Cc1cccc(N2C(=O)CC(N3CCOCC3)C2=O)c1 (stereo unspecified)	-1.2	0.7	0	1	-1.7	0.1	-1.3	-0.2	4	1	0.7

Continued.
cpd	Structure	FXN GAA850 act	hgDAF12 agonist	HGIII-sPLA2 inh	SMARCA2 act	hcDAF-12 act	proKLK7 act	ssDAF12 agonist	DAX1 inh-1	NPR2 activator	GC-A act	DAX1 inh-2
26	COc1ccc(C(=O)NC(=S)Nc2ccc(NC(=O)c3ccco3)cc2)cc1[N+](=O)[O-]	-1.4	1.1	12	-2	1.4	0.7	-1.7	-0.4	-3	-1	-0.2
27	CN(Cc1ccccn1)Cc1cn(Cc2ccccc2)nc1-c1ccc2c(c1)OCO2	-1.8	-3.4	-3	-1	-0.4	0.1	-1.8	0.2	-5	2	-1.7
28	O=C(c1cc2n(n1)C(C(F)(F)F)CC(c1ccco1)N2)N1CCN(c2ccccn2)CC1 (stereo unspecified)	-1.5	-0.9	-8	0	-2.4	0.7	-0.8	0.8	-9	2	0.2
29	O=C(NCC(=O)N(Cc1ccccc1)C(C(=O)NC1CCCCC1)c1ccco1)c1ccco1 (stereo unspecified)	0.2	-2.7	-10	-2	0.1	0.3	-0.8	-0.6	3	1	-0.7
30	COc1ccc(C(CNC(=O)c2cncc(Br)c2)N(C)C)cc1 (stereo unspecified)	0.6	-1.8	3	-2	0.6	-0.2	-0.4	1.0	-11	-28	0.8
31	COc1ccc(/C=C/C(=O)OCC(=O)NC2CCCCCCC2)cc1	0.2	0.1	-9	-2	-0.9	-0.4	-0.4	-0.6	1	0	-0.6
32	Cc1cc(C(=O)Cn2cnc3cc([N+](=O)[O-])ccc3c2=O)c(C)n1CC1CCCO1 (stereo unspecified)	-2.1	0.7	2	-5	0.0	0.0	-1.1	-1.2	3	4	-0.2
33	COc1ccc(OCc2cccc(C(=O)N3CCCC3)c2)cc1	2.1	4.0	5	7.8*	3.7	0.6	-0.4	-1.5	3	1	2.2
34	CC1CCC(NC(=O)C2CC(=O)N(c3ccc(Cl)cc3)C2)CC1 (stereo unspecified)	-1.4	0.3	3	-1	2.0	-0.1	-0.5	0.6	2	2	-1.2
35	CCOC(=O)c1c(C)[nH]c(C(=O)N2CCN(c3ccc(OC)cc3)CC2)c1C	4.2	0.9	1	-5	-1.7	0.5	-0.9	-0.7	2	-2	0.8
36	COc1ccc(NC(=O)c2cccc(N3C(=O)C4C5C=CC(C5)C4C3=O)c2)cc1 (stereo unspecified)	1.2	0.7	-8	3	-1.2	-0.1	-1.5	1.3	-1	2	-0.6
37	CC(NC(=O)CNC(=O)c1ccco1)c1ccc(S(N)(=O)=O)cc1 (stereo unspecified)	3.0	0.6	-2	-4	-0.1	-0.3	-0.6	-0.9	0	-3	0.2
38	CC1CC(C)C(=NNC(N)=O)C(C(O)CC2CCC(=O)NC2=O)C1 (stereo unspecified)	-11	-12	17	-8	-3.9	0.1	-2.5	-4.5	0	0	-6.0
39	O=C(Nc1cnccn1)Nc1ccccc1F	2.3	2.1	1	1	-1.5	-0.2	-1.4	-0.2	4	2	0.7
40	CCOc1ccc(NC(=O)CC(C)S(=O)(=O)c2ccc3c(c2)NC(=O)CO3)cc1 (stereo unspecified)	-1.2	0.8	-4	3	0.0	0.3	-1.2	0.7	4	0	-0.3
41	O=[N+]([O-])c1ccc(NC(=S)N2CCOCC2)cc1	0.2	-1.5	-1	-1	-2.3	-0.2	-0.8	-0.2	7	3	0.0
42	CC(=O)c1cccc(NC(=O)c2ccco2)c1	0.5	1.9	1	1	-1.5	0.3	-1.4	2.4	7	-1	0.9
43	COc1ccc(N(CC(=O)NCCSc2ccccn2)S(C)(=O)=O)cc1Cl	-0.5	-1.6	4	-2	-0.5	-0.2	-0.8	0.9	0	-2	-0.4
44	CCN(c1ccccc1)S(=O)(=O)c1ccc(OCC(=O)Nc2cc(C)on2)cc1	1.7	1.9	-13	-3	-1.7	-0.5	-1.3	-0.1	.	.	-0.4
45	CC(=O)c1ccc(NC(=O)Nc2ccc(S(=O)(=O)N3CCCC3)cc2)cc1	-0.8	1.1	-48	-3	-1.6	-0.4	-0.8	-1.1	0	-2	-3.4
